Assay outcomes as filed in PubChem.
RGS4-Gao reg – human RGS4-Galphao interaction regulation; binding response (% of control), % at 10 µM; Multiplexed bead flow cytometry, RGS4-Galphao binding; actives lie on both sides; P09471; 220,000 compounds, 0.33% hits; in the data active means binding response below about 49% or above about 150%; inactive means in between;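 further: fluorescent Galphao activated with aluminum fluoride binding bead-coupled RGS4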
Target sequence (P09471 whole entry, looked up): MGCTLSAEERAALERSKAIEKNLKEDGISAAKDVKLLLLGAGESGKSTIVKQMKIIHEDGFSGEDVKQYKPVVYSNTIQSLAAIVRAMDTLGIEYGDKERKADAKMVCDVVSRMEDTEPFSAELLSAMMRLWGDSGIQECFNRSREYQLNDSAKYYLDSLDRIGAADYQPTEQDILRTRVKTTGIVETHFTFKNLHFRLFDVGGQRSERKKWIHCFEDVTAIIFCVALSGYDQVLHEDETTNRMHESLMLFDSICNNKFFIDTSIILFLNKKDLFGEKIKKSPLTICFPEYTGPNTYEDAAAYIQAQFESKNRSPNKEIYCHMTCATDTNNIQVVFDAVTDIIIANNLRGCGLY
Avidin fluor – avidin bead compound fluorescence profile; Avidin beads, compound fluorescence 488/530 nm, flow cytometry; hits give high values; fluorescence (KMESF) at 10 µM; 220,000 compounds, 0.38% hits; in the data active means fluorescence above about 47; further: inactives centre near 10
RGS7-Gao – modulates binding of RGS7 to human Galphao; P09471; Multiplexed bead flow cytometry; actives lie on both sides; binding response (% of control), % at 10 µM; 220,000 compounds, 0.35% hits; in the data active means binding response below about 49% or above about 150%; inconclusive means no clear call, values can overlap the other calls; inactive means in between;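 further: fluorescent Galphao held in activated GDP-AlF4 state binding bead-coupled RGS7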
The depositor's hits bear a star; ? = inconclusive; nt = not tested or not shown.

Every second line gives: RGS4-Gao reg | Avidin fluor | RGS7-Gao
> O=C1SC(Cc2ccccc2)C(=O)N1c1ccccc1 (configuration not stated)
    104 | 3 | ?
> O=S(=O)(NCc1ccc(Cl)cc1)c1cccc2cccnc12
    91 | 7 | ?
> CCOC(=O)c1cnn(-c2ccccc2)c1NC(=O)CN1CCOCC1
    103 | 8 | ?
> Cc1ccc(NC(=O)CCC(=O)N/N=C/c2ccc([N+](=O)[O-])o2)cc1C
    68 | 3 | ?
> Cc1ccccc1NCC(=O)N=Nc1c(O)[nH]c2ccc([N+](=O)[O-])cc12
    103 | 4 | ?
> C=C(C)Cn1c(SCC(=O)N/N=C/c2ccccc2OCC(=O)O)nnc1-c1ccc(Br)cc1
    112 | 10 | ?
> Cc1ccc2c(c1C)NC(=O)CC(c1ccccc1O)=N2
    102 | 7 | ?
> CC1CCN(Cc2nc(-c3ccc(Cl)cc3)no2)CC1
    104 | 7 | ?
> O=C(Nc1ccc(F)cc1)Oc1ccccc1N1CCOCC1
    99 | 6 | ?
> CC1(c2nnc(-c3ccccc3)o2)CC(c2ccc(Cl)cc2)=NO1 (configuration not stated)
    107 | 7 | ?
> O=C(NC(=O)c1cnccc1C(F)(F)F)Nc1ccccc1
    86 | 5 | ?
> CCCCCC(=O)Nc1cccc(C2=NOC3(C2)C[C@@H](C(N)=O)N(C(=O)C2(C)CC2)C3)c1 (some centres not stated)
    99 | 6 | ?
> CCOC(=O)C1CCCN(C(=O)Nc2c(-c3ccccc3)noc2C)C1 (configuration not stated)
    93 | 11 | ?
> CN(C)c1cc(Nc2cccc(O)c2)c([N+](=O)[O-])c2nonc12
    105 | 8 | ?
> COC(=O)c1cccc(CN2C(=O)SC(Nc3ccccc3)C2=O)c1 (configuration not stated)
    101 | 7 | ?

Every second line gives: RGS4-Gao reg | Avidin fluor | RGS7-Gao
> CN(C)c1ccc(C(=S)N2CCN(c3ccc([N+](=O)[O-])cc3)CC2)cc1
    95 | 11 | ?
> COc1ccc(Cl)c(OC)c1C(=O)NC(=O)Nc1c(F)cc(F)cc1F
    103 | 7 | ?
> Cc1ccc(N=Nc2ccc(O)c(P(=O)(c3ccccc3)c3ccccc3)c2)cc1
    96 | 6 | ?
> CCn1cc(C(=O)O)c(=O)c2cc(F)c(N3CCN(C(=S)NC(=O)c4ccccc4)CC3)cc21
    90 | 8 | ?
> CCn1c(CN2c3ccccc3Sc3ccccc32)n[nH]c1=S
    100 | 6 | ?
> CC(C)(C)c1ccc(C(=S)N2CCN(c3ccccc3)CC2)cc1
    108 | 5 | ?
> Cc1cccn2cc(CCNC(=O)c3cccs3)nc12
    140 | 5 | ?
> CCn1cc(C2=NC(CC(C)C)CO2)c2ccccc21 (configuration not stated)
    102 | 9 | ?
> CCCC1C(=O)N(Cc2ccccc2)C(=O)CC1C (configuration not stated)
    104 | 5 | ?
> O=C(NC(C(=O)N/N=C/c1ccccn1)c1n[nH]c(=O)c2ccccc12)c1ccccc1 (configuration not stated)
    104 | 9 | ?
> CCN1C(=O)CS/C1=N\S(=O)(=O)c1ccccc1
    99 | 4 | ?
> CN(CC(=O)Nc1ccc2c(c1)OCO2)S(=O)(=O)c1ccc2c(c1)CCC(=O)N2
    99 | 7 | ?
> C=CCn1ccc(=NC=C(C#N)C#N)c2ccccc21
    99 | 8 | ?
> O=C(NCc1ccc(Cl)cc1)c1cc(=O)[nH]c2ccc(S(=O)(=O)N3CCOCC3)cc12
    102 | 3 | ?
> COC(=O)C1=C(N)OC2=C(C(=O)CCC2)C1c1ccccc1OC (configuration not stated)
    102 | 12 | ?

Record cards, from the list above:
Listed for `CN(C)c1ccc(C(=S)N2CCN(c3ccc([N+](=O)[O-])cc3)CC2)cc1` = RGS4-Gao reg = 95; Avidin fluor = 11; RGS7-Gao = ?
Listed for `COc1ccc(Cl)c(OC)c1C(=O)NC(=O)Nc1c(F)cc(F)cc1F` = RGS4-Gao reg = 103; Avidin fluor = 7; RGS7-Gao = ?
Listed for `CN(CC(=O)Nc1ccc2c(c1)OCO2)S(=O)(=O)c1ccc2c(c1)CCC(=O)N2` = RGS4-Gao reg = 99; Avidin fluor = 7; RGS7-Gao = ?

Remaining list, next part:
Every second line gives: RGS4-Gao reg | Avidin fluor | RGS7-Gao
> COc1ccc(OC)c(Nc2nc(NCCC(C)C)nc(N)c2[N+](=O)[O-])c1
    93 | 10 | ?
> CCC(=O)N1N=C(c2ccc(C)cc2)CC1c1ccco1 (configuration not stated)
    86 | 14 | ?
> COC(=O)c1cc(=O)c2cccc(OC)c2[nH]1
    96 | 3 | ?
> CO/N=C1\CCn2c1c(C)c1ccccc12
    104 | 6 | ?
> O=C(OCC#Cc1c(COC(=O)c2ccccc2)nnn1Cc1ccccc1)c1ccccc1
    103 | 14 | ?
> COC(=O)c1c(C)oc(C)c1S(=O)(=O)NCc1ccc(Cl)cc1
    98 | 6 | ?
> O=C1NN(c2ccccc2)C(=O)/C1=C\c1coc2ccc(O)cc2c1=O
    91 | 6 | ?
> Cc1cc(C)nc(N/N=C/c2cn[nH]c2-c2ccccc2)n1
    93 | 13 | ?
> Cc1cc(C)nc(SCc2cn3c(C)cccc3n2)n1
    98 | 8 | ?
> COC(=O)CCCC1=CC2=CC(=O)C(C)(OC(=O)c3cccs3)C(=O)C2=CN1CCCCO (configuration not stated)
    101 | 9 | ?
> NC(N)=Nc1nc2ccc([N+](=O)[O-])cc2[nH]1
    93 | 7 | ?
> NC(=O)NC(=O)COC(=O)c1ccc2c(c1)C(=O)N(Cc1ccccc1)C2=O
    102 | 3 | ?
> COC(=O)/C(C#N)=C/c1c(N2CCN(Cc3ccc4c(c3)OCO4)CC2)nc2c(C)cccn2c1=O
    102 | 5 | ?
> O=C(Cc1ccccc1)N1N=C(c2ccncc2)CC1(O)C(F)(F)F (configuration not stated)
    102 | 11 | ?
> Cc1ccc(NC(=O)CCC(=O)N/N=C/c2coc3ccccc3c2=O)cc1
    101 | 10 | ?

Every second line gives: RGS4-Gao reg | Avidin fluor | RGS7-Gao
> COC(=O)c1cccc(C23CC4(C2)[C@H](CN(CC2CCCCC2)[C@@H]4c2ccccc2)C3c2ccccc2)c1 (some centres not stated)
    88 | 7 | ?
> CCOC(=O)c1sc(N)c(C(=O)OCC)c1C
    102 | 9 | ?
> CCOC(=O)Nc1c2ccccc2nc2ccccc12
    98 | 4 | ?
> COc1ccc(NC2=CC(c3ccccc3)N(c3ccc(OC)cc3)C2=O)cc1 (configuration not stated)
    98 | 3 | ?
> CN(C)c1ccc(NS(=O)(=O)c2ccc(-c3csnn3)cc2)cc1
    103 | 4 | ?
> Cc1cc(C(=O)N/N=C/c2cccnc2)n[nH]1
    105 | 5 | ?
> O=C(NCC1CC1)c1ccc2c3n(nc2c1)-c1ccccc1CO3
    101 | 7 | ?
> CC(C)c1ccc(N2C=Nc3ccc(C(C)C)cc3C2)cc1
    102 | 8 | ?
> COc1ccc(/C=N/NC(=O)CCN2CCCCC2c2cccnc2)cc1Cn1cc([N+](=O)[O-])cn1 (configuration not stated)
    107 | 3 | ?
> CCOc1ccc2nc(N/C(N)=N/C(=S)Nc3cccc(OC)c3)nc(C)c2c1
    97 | 2 | ?
> CN(C)NC(=S)NC1CC2CCC1C2 (configuration not stated)
    97 | 8 | ?
> Cc1cccc(/C=N/NC(=O)Cn2nnnc2N)n1
    104 | 9 | ?
> O=C(Nc1cccc(S(=O)(=O)NC2=NCCCCC2)c1)c1cc(-c2ccco2)nc2ccccc12
    92 | 5 | ?
> Cc1ccc(-n2[nH]c(C)c(/C=N/c3cccc(C)n3)c2=O)cc1
    104 | 10 | ?
> O=C(c1cccc(S(=O)(=O)Nc2cccc(C(F)(F)F)c2)c1)N1CCOCC1
    94 | 4 | ?

Every second line gives: RGS4-Gao reg | Avidin fluor | RGS7-Gao
> COc1ccc(OCC(O)CNC(=O)c2sccc2Cl)cc1 (configuration not stated)
    99 | 3 | ?
> COc1ccc(/C=C/C(=O)OCC(=O)Nc2ccc(N3CCOCC3)cc2)cc1OC
    102 | 7 | ?
> CCOC(=O)c1cc(C)nc(N2CCCCC2)c1C#N
    99 | 6 | ?
> Cc1sc2ncnc(OCC(=O)NC3CCS(=O)(=O)C3)c2c1C (configuration not stated)
    100 | 12 | ?
> COCCN(CCOC)C(=O)N1CCOCC1
    101 | 6 | ?
> O=C(COc1ncnc2cc(Cl)ccc12)c1ccc2c(c1)OCCO2
    98 | 11 | ?
> NNc1ccc2nncn2n1
    94 | 7 | ?
> Cc1ccc(/C=C/C(=O)O)cc1S(=O)(=O)NCc1cccnc1
    89 | 7 | ?
> O=C(Nc1ccccc1)C1CC(=O)n2c(nc3ccccc32)N1 (configuration not stated)
    105 | 8 | ?
> COC(=O)c1nnn(-c2cccc(Cl)c2)c1C(=O)OC
    97 | 3 | ?
> O=C(/C=C/c1cn(CC(O)CN2CCOCC2)c2ccccc12)c1cccs1 (configuration not stated)
    102 | 8 | ?
> Cc1cc(C)c2c3c(sc2n1)C(=O)N(c1ccccc1)CC(=O)N3
    100 | 8 | ?
> C=CCOc1cccc(CNc2cccc(C(=O)O)c2)c1
    96 | 4 | ?
> N#Cc1ccc(/C=C/C(=O)c2ccccc2)cc1
    96 | 3 | ?
> CN(C)c1nc(-c2ccccc2)ns1
    99 | 7 | ?

smiles	RGS4-Gao reg	Avidin fluor	RGS7-Gao
CCN1CCN(c2nc(Nc3cccc(F)c3)nc(N)c2[N+](=O)[O-])CC1	105	3	?
CC(=O)c1c(COC(=O)c2ccc(Cl)cc2)nc2ccccc2[n+]1[O-]	95	8	?
CCCCOP(=O)(c1ccc(N(C)C)cc1)C(O)c1cc(OC)c(OC)c(OC)c1 (configuration not stated)	90	7	?
CCCCCCCCCCCC(=O)NC(Cc1ccc(OC)c([N+](=O)[O-])c1)C(=O)O (configuration not stated)	100	7	?
CN1CCN(NC(=O)c2cc(S(=O)(=O)Nc3ccc(Cl)cc3)ccc2Cl)CC1	99	4	?
Cc1nc(C(=O)NC2CCCCC2)sc1C1(C)CC(c2cccc([N+](=O)[O-])c2)=NO1 (configuration not stated)	101	9	?
Cc1ccc(S(=O)(=O)N/N=C/c2ccc(O)cc2O)cc1[N+](=O)[O-]	106	9	nt
COC(=O)C1=C(C(=O)OC)[C@@H]2N(Cc3ccccc3)c3ccccc3[C@@]23C[C@@H](C(=O)OC)N(C(=O)CC(C)C)C3=N1	103	7	?
CC1(OC(=O)C2CCCC2)C(=O)C=C2C=C(c3ccsc3)N(c3ccccc3)C=C2C1=O (configuration not stated)	86	8	?
NC(=O)[C@@H]1CC2(CC(c3cccc(NC(=O)COc4ccc(Cl)cc4)c3)=NO2)CN1C(=O)c1ccccc1 (some centres not stated)	103	12	?
COCCNC(=S)N/N=C(\C)c1ccc(OC(F)F)cc1	103	10	?
COc1ccc(CCNC2=CC(=O)CC(C)(C)C2)cc1	107	3	?
C/C(=N\O)c1cc(Cl)ccc1O	102	6	?
O=c1cc(COc2ccc(Cl)c(Cl)c2)nc2sccn12	98	6	?
CCCCOc1ccc(CSCCN)cc1Cl	102	8	?
Cc1cc(-c2nnc(SCC(=O)Nc3nc(-c4ccccc4)cs3)o2)no1	107	9	?
Cc1cn(CCC(=O)Nc2ccc(N3CCOCC3)cc2)c2ccccc12	100	4	?
COc1ccc2[nH]cc(C(O)CN3CCN(c4ccccc4F)CC3)c2c1 (configuration not stated)	102	7	?
C/C=C\C(=O)Nc1cccc(C2=NOC3(C2)C[C@@H](C(N)=O)N(C(=O)CC(c2ccccc2)c2ccccc2)C3)c1 (some centres not stated)	103	9	?
C/C(=N\NC(=O)CO/N=C(\C)c1cccs1)c1ccc(N)cc1	102	6	?

smiles	RGS4-Gao reg	Avidin fluor	RGS7-Gao
O=C(N/N=C/C=C\c1ccco1)c1ccccn1	100	8	?
CC(O)[C@H]1CNC(=O)C(=O)N1CC1(c2ccccc2)CC1 (some centres not stated)	106	7	?
COc1ccc(CNc2ncnc3c2[nH]c2cc(OC)c(OC)cc23)cc1	100	6	?
C=C1CCN([C@@H](C)C(=O)NCc2ccc(OC)cc2)S(=O)(=O)c2ccccc21	102	16	?
C=CCOc1ccc(C2NC(=S)NC3=C2CCc2ccccc23)cc1 (configuration not stated)	99	7	?
C=C(C)COc1ccc(-c2n[nH]c(C)c2-c2ccc(OC)c(OC)c2)c(O)c1	99	5	?
COc1ccc(/C=N/Nc2ccccn2)cc1O	96	7	?
Cc1ccc(C(=O)Nc2cccc(C(F)(F)F)c2)cc1Nc1ncnc2nc[nH]c12	100	9	?
O=C(CCCl)N1CCCC2(CCCCC2)C1	89	20	?
CCOC(=O)N1CCN(C(=O)C(=O)N/N=C/c2ccc(OC)cc2OC)CC1	102	9	?
FC(F)(F)c1ccnc(Sc2n[nH]c(C(F)(F)F)n2)c1	98	3	?
CC(=O)CCC1C2C(O)C(C(C)C)C(OC(=O)/C=C/c3ccccc3)CC12C (configuration not stated)	114	9	?
Cc1cccc(NC(=O)c2nc[nH]c2C(=O)NCC(=O)OC(C)(C)C)c1	120	12	?
CC1(c2nnc(-c3ccc(Cl)cc3)o2)CC(c2c(Cl)cccc2Cl)=NO1 (configuration not stated)	100	8	?
COc1ccc([C@@H]2C[C@@H](c3ccccc3)Oc3cc(OC)c(OC)c(OC)c32)cc1	100	10	?
CSc1n[nH]c(=O)n1-c1ccc(Cl)cc1	102	7	?
Oc1ccc(/C=N/Nc2ncnc3nc[nH]c23)cc1	37*	2	nt
CC(C)(C)C(=O)Nc1nnc(COc2ccc(Cl)cc2)s1	95	13	?
Oc1c(N=Nc2ccccc2)sc2ccccc12	99	7	?
COc1ccc(C2/C=C\CN(C(=O)Nc3ccc(C(F)(F)F)cc3)CC(=O)N2Cc2ccc(F)cc2)cc1 (configuration not stated)	101	9	?
Cc1ccc(-n2c(=O)c3c4c(sc3n3c(=S)[nH]nc23)CCC4)cc1	105	7	?
CCc1ncc(C)nc1CC	95	6	?

These rows are one share of the data. The share of hits here may be higher or lower than overall.
